FBW7 act: human FBW7 E3 ligase activation, primary screen; Q969H0; AlphaScreen FBW7–phospho-cyclin E peptide binding, activator screen; normalized activity (activation), % at 26.1 µM; actives 0.13% (n = 650,000); in the data active means normalized activity above about 1.9%;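 further: purified mutant Fbw7 with reduced substrate affinity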
Target sequence (Q969H0 whole entry, looked up): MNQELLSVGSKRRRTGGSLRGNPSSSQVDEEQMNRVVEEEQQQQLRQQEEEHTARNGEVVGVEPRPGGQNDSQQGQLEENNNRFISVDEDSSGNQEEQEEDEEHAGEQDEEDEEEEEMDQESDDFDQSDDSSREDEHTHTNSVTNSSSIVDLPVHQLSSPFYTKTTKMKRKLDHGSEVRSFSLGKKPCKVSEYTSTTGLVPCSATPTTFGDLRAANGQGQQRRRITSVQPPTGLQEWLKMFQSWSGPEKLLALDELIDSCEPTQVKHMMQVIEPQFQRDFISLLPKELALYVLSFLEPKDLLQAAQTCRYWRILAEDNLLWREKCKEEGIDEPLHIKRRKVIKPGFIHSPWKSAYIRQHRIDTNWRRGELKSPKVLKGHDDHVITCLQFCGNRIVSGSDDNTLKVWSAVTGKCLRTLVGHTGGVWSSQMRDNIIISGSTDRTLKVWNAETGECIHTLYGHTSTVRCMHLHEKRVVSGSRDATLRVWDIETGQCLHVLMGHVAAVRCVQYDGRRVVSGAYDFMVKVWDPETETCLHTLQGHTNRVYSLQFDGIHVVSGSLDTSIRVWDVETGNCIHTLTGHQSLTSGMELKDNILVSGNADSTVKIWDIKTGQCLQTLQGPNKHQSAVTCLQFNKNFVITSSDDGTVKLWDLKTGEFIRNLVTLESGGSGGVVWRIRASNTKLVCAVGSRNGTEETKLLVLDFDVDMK
GPR151 activ: activates the human receptor GPR151; Q8TDV0; PathHunter beta-arrestin GPR151 cells, luminescence; activation, % at 11.2 µM; actives 1% (n = 650,000); AID 1508602; in the data active means activation above about 4.9%;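 further: 0% = median of compound wells and 100% = cells with positive control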
Target sequence (Q8TDV0 whole entry, looked up): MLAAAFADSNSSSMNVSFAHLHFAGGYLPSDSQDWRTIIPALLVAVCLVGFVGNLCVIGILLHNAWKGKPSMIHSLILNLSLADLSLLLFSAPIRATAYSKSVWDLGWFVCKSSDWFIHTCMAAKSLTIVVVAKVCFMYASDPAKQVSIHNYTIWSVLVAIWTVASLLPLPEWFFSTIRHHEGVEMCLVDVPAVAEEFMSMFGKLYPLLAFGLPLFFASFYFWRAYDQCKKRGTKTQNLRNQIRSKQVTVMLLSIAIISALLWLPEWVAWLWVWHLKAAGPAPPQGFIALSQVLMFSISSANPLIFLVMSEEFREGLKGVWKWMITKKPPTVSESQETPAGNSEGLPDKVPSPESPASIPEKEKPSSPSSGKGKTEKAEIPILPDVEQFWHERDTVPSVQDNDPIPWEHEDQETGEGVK
TEAD-YAP inh: TEAD-YAP interaction inhibition. HEK-TIYL cells, TEAD-Gal4/YAP UAS-luciferase luminescence. inhibition, % at 9.12 µM. actives 1.4% (n = 640,000); in the data active means inhibition above about 32%;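 further: 0% = median of test compound wells and 100% = reference inhibitor wells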
MITF inh: inhibitors of human MITF; AlphaScreen MITF homodimerization, bead proximity signal; actives 0.91% (n = 650,000); inhibition, % at 2.6 µM; AID 1259374; in the data active means inhibition above about 50%;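 further: 0% = vehicle wells with protein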
Starred values were filed as active, the others as inactive; . = not tested or not shown.

Compound,FBW7 act,GPR151 activ,TEAD-YAP inh,MITF inh
C/C=C(\C)C(=O)N1CCc2c(cnc(C)c2CNS(=O)(=O)c2ccsc2)C1,0.0,0.2,10,-97
CC(C)COC(=O)c1cccc(N2C(=O)c3cccc([N+](=O)[O-])c3C2=O)c1,0.1,-1.3,-10,23
Cc1ccc(NCCCC(=O)N/N=C/c2cccs2)cc1,0.0,1.6,-9,15
O=C(O)CCCN(Cc1ccc(Br)cc1)S(=O)(=O)c1ccc(F)cc1,0.1,-0.1,10,11
CSc1ncc(CN2CCC(CO)(Cc3ccccc3C(F)(F)F)CC2)cn1,0.0,-1.7,-4,1
NC(=O)c1ccc(-c2nc(N)c3ncn(Cc4ccc(C(F)(F)F)cc4)c3n2)cc1,0.6,-0.2,-5,13
O=C(O)c1cccc(-c2ccc(/C=N/Nc3ncc(F)c(N4CCOCC4)n3)o2)c1,-0.1,0.2,-25,18
Cc1cc(C(=O)NCc2cccs2)c(C)o1,0.1,-1.3,-1,15

Going on with the list.
Compound,FBW7 act,GPR151 activ,TEAD-YAP inh,MITF inh
COc1ccccc1CC(=O)NCCn1nc(-c2ccco2)ccc1=O,-0.1,0.4,-8,-17
CCOC(=O)c1c(-c2ccc(C(C)C)cc2)csc1N,0.0,0.4,0,-31
Cc1cccc(NC(=O)c2cc([N+](=O)[O-])ccc2NCCO)c1,-0.1,0.1,-17,14
CN(C)c1ccc(-c2nc3cc(NC(=O)c4cc(Br)ccc4Cl)ccc3o2)cc1,0.1,-0.4,-13,-3
O=C(c1cnn2c(C(F)(F)F)cc(-c3ccco3)nc12)N1CCN(C(c2ccccc2)c2ccccc2)CC1,0.1,-0.8,2,-7
CC(=O)N1CCc2cc(S(=O)(=O)N3CCN(c4cccc(C)c4)C(C)C3)ccc21 (stereo not given),-0.3,2.4,9,-2
CC(C)(C)C(=O)NCC(c1ccco1)S(=O)(=O)c1ccccc1 (stereo not given),-0.2,-0.3,-3,3
CCOC(=O)c1nnn(CC(=O)Nc2cccc(C)c2)c1C(=O)OCC,0.0,4.7,-6,10

The results go on:
Compound,FBW7 act,GPR151 activ,TEAD-YAP inh,MITF inh
Cc1cc(C(=O)C(=O)N(C)C)c(C)n1-c1ccc(Cl)cc1,-0.1,0.9,-3,9
Cc1ccc(C(=O)N(C)C2(C)CCS(=O)(=O)C2)cc1[N+](=O)[O-] (stereo not given),-0.1,0.7,-10,-1
CCNc1cc(C(=O)O)c(C(=O)O)cc1N,0.0,2.9,-37,-5
CCOC(=O)CSc1nc2c(sc(=S)n2-c2ccc(C(=O)OCC)cc2)c(=O)n1Cc1ccco1,-0.1,1.2,-23,6
Cc1cc(S(=O)(=O)Nc2cc(C(=O)NCCc3ccccc3)ccc2N2CC3CC(C2)c2cccc(=O)n2C3)ccc1F (stereo not given),-0.3,-0.9,3,14
CCOC(=O)C1CN(S(=O)(=O)c2cccs2)c2cc(S(=O)(=O)CC)ccc2O1 (stereo not given),0.4,0.2,-5,-1
COc1ccc(NS(=O)(=O)c2ccc(N/N=C/c3ccc(O)cc3)c([N+](=O)[O-])c2)cc1,-0.5,1.7,0,8
COc1ccc(C(=O)COC(=O)c2ccccc2Cl)cc1,-0.1,-1.8,-5,-1

Next section.
Compound,FBW7 act,GPR151 activ,TEAD-YAP inh,MITF inh
CCN1CCN(CCOc2ccc(OCc3ccccc3)cc2)CC1,-0.2,1.0,-32,69*
COc1cc(CN2CCN(c3ccc(C(C)=O)cc3)CC2)cc(OC)c1O,0.1,-1.2,-6,33
C/C1=C2N=C(/C=C3N=C(/C(C)=C4\NC(C(CC(N)=O)C4(C)CCC(=O)NCC(C)OP(=O)(O)OC4C(CO)OC(n5cnc6cc(C)c(C)cc65)C4O)C4(C)N=C1C(CCC(N)=O)C4(C)CC(N)=O)C(CCC(N)=O)C\3(C)C)C(CCC(N)=O)C/2(C)CC(N)=O (stereo not given),-0.5,-9.3,33*,-35
Cn1ccc2cc(-c3cc(C(=O)NCCO)ccn3)ccc21,-0.1,-1.0,-1,-5
COc1ccc(C(=O)Nc2ccc(Cl)cc2C(=O)N2CC(C)OC(C)C2)cc1OC (stereo not given),-0.1,2.6,-2,6
CCS(=O)(=O)NCC1CCC(C(=O)Nc2ccc(OCc3ccccc3)cc2)CC1 (stereo not given),0.2,0.2,-2,3
CN(C(=O)CCc1nc(-c2ccccc2F)no1)c1cccc(C(F)(F)F)c1,0.2,0.1,-10,2
Cc1nn(-c2ccccc2)c(C)c1C(=O)OCc1cccc([N+](=O)[O-])c1,-0.1,4.2,-16,-3

Next records
Compound,FBW7 act,GPR151 activ,TEAD-YAP inh,MITF inh
Cc1nc(C)c(-c2ccc(SCC(=O)Nc3ccc(F)c(F)c3)nn2)s1,0.1,0.7,24,-5
COc1cc(C(=O)N2CCC(c3nc4ccc(C)cc4[nH]3)CC2)cc(OC)c1OC,0.4,-0.4,-9,-3
Cc1ccc(N2C(=O)CC(NC34CC5CC(CC(C5)C3)C4)C2=O)cc1 (stereo not given),0.0,-0.5,-6,-1
O=C(O)CCCC(=O)N1N=C(c2ccccc2)CC1c1ccccc1F (stereo not given),-0.2,2.7,-12,3
CCOC(=O)/C(N=O)=C(\O)c1c[nH]c2ccccc12,-0.1,0.9,4,-2
CC(=O)c1ccc(Nc2nc3ccccc3n3nnnc23)cc1,0.9,0.6,1,23
Cc1cc(C)nc(N2CCCC(C(=O)Nc3cccnc3)C2)n1 (stereo not given),0.0,-0.9,-1,-13
Cc1ccn2cc(C(=O)Nc3ccc4c(c3)OCCO4)nc2c1,-0.1,0.3,-32,0

Next section
Below each SMILES: FBW7 act	GPR151 activ	TEAD-YAP inh	MITF inh
Cc1ccsc1C(=O)N1CCC(CO)(Cc2ccccc2)CC1
    0.1	-0.2	5	0
O=C(c1ccc2nc[nH]c2c1)N1CCOc2ccc(CN3CCc4ccccc4C3)cc2C1
    0.1	-0.5	7	23
Fc1ccc(CSc2ncnc3c2c(-c2ccccc2)cn3-c2cccc(F)c2)cc1
    0.1	-0.2	1	-4
Cc1cc(C)cc(OCC(=O)N/N=C2\CCCC(=O)C2)c1
    -0.1	-1.2	-6	-7
CCn1nc(C)c(CN2CCC3(CC2)CC3C(=O)N2C[C@@H](C)O[C@@H](C)C2)c1C (stereo not given in full)
    -0.1	1.2	10	-23
COc1cccc(OCCn2c(=O)c3cc4c(=O)n(CCOc5cccc(OC)c5)c(=O)c4cc3c2=O)c1
    0.9	-2.0	-10	25
COc1ccc(OC)c(NC(=O)c2cc(S(=O)(=O)N3CCN(c4ccccc4)CC3)ccc2F)c1
    0.1	1.1	-2	19
CC12c3ccccc3C(C)(c3ccccc31)C1C(=O)NC(=O)C12 (stereo not given)
    -0.3	0.7	3	5
Cc1ccc(S(=O)(=O)N(CC(=O)Nc2cccnc2)c2ccc(F)cc2)cc1
    0.5	-1.1	-1	-2
COc1ccc(C2CC(C(F)(F)F)n3ncc(C(=O)N4CCCc5ccccc54)c3N2)cc1OC (stereo not given)
    0.2	-0.6	-21	-7

Following part.
Below each SMILES: FBW7 act	GPR151 activ	TEAD-YAP inh	MITF inh
COc1ccc(C(=O)N2CCN3C(=O)[C@@H](Cc4ccc(O)cc4)NC(=O)[C@H]3C2)cc1
    0.0	-0.5	9	2
CCCn1c(=S)[nH]c2cc(C(=O)N3CCC(C(N)=O)(N4CCCCC4)CC3)ccc2c1=O
    0.1	-0.3	6	7
COc1cc2c3c(c1OC)C1(C=CC(=O)C=C1)CC3NCC2 (stereo not given)
    -0.2	0.5	-12	-8
O=C(/C=C/c1ccc(Cl)cc1)Nc1ccc(Br)cn1
    0.6	-1.7	-5	17
COc1ccc2c(c1)O[C@H](c1ccc3c(c1)OCO3)C(OC(=O)NCc1ccc3c(c1)OCO3)C2=O (stereo not given in full)
    0.2	10*	.	3
CCOc1nc(Nc2ccc(OC)cc2)nc(OCC)n1
    -0.5	-0.9	-4	-11
COc1ccc(C(=O)Nc2c3c(nn2-c2cccc(Cl)c2)CSC3)cc1
    -0.1	1.9	11	10
Cc1cc(NC2CCN(Cc3ccccc3)CC2)nc(-c2ccc(C(N)=O)cc2)n1
    0.1	2.9	-10	-1
CCCCC(C(N)=O)C1=NC(C)(C)Cc2ccccc21 (stereo not given)
    -0.1	-1.0	-3	-5
CC1(C)OC(=O)C(c2csc(N)n2)C(=O)O1
    0.1	0.5	8	8

The list goes on.
Below each SMILES: FBW7 act	GPR151 activ	TEAD-YAP inh	MITF inh
O=C(O)c1ccccc1NCc1cccc2ccccc12
    -0.1	-1.3	-4	-6
CCc1nn(CC(=O)NCc2ccncc2)c(=O)c2cc3sc(C)cc3n12
    0.0	-0.3	-13	-10
CCOc1cc(C2/C(=C(/O)c3ccc(Cl)cc3)C(=O)C(=O)N2CCO)ccc1O (stereo not given)
    -0.1	-0.2	5	2
NC(=O)NC(c1ccccc1)c1ccccc1
    0.0	-1.1	8	0
Cc1nc2ccc3nc(NC(=O)c4ccc(S(=O)(=O)N5CCCC5)cc4)sc3c2s1
    0.0	-1.1	-1	-6
CCN(CC)c1ccc(C2C(C(=O)OCC3CCCO3)=C(C)NC3=C2C(=O)CCC3)cc1 (stereo not given)
    0.1	0.8	11	10
COCC1CCCN(CC(=O)c2ccc(OC)cc2)C1 (stereo not given)
    -0.1	-1.8	-7	27
O=C(CSc1nc2ccccc2c(=O)n1CCC1=CCCCC1)NC1CCCCC1
    0.6	-0.3	9	5
Cc1ccc(OCC(=O)NN)cc1
    -0.1	-0.2	11	10
CCCNc1cc(-c2ccc(N3CCOCC3)nc2)ncn1
    0.2	-0.8	-9	10

(listing goes on)
Below each SMILES: FBW7 act	GPR151 activ	TEAD-YAP inh	MITF inh
Cc1cc(C)cc(OCCNC(=O)c2ccccc2Cl)c1
    0.0	-0.8	-3	3
O=C(NNC(=O)c1cc(-c2ccncc2)nc2ccccc12)c1cnccn1
    -0.1	1.0	-1	13
CCCNc1cc(NCC)ncn1
    0.9	-2.0	2	16
O=C(C1CCN(C2CCN(Cc3ccccc3OC(F)F)CC2)CC1)N1CCCC1
    0.0	0.2	-1	14
O=C(CCCn1c(SCc2ccccc2F)nc2ccccc2c1=O)N1CCCC1
    -0.2	-0.5	1	18
COC(=O)CN1C(=O)NC(C)(c2ccc3c(c2)OCO3)C1=O (stereo not given)
    -0.2	-0.6	-4	0
OC(c1ccc(Br)cc1)c1nc(-c2ccncc2)no1 (stereo not given)
    -0.2	2.1	1	5
COc1ccc(CC(=O)Nc2nnc(SCC(=O)c3ccccc3)s2)cc1
    -0.1	-0.5	-1	13
COc1ccc(/C=C/C(=O)NNC(=O)COc2cc(C)cc(C)c2)cc1
    -0.1	-2.3	-2	-4
Cc1ccccc1OCC(=O)Nc1cccc([N+](=O)[O-])c1
    0.0	-0.3	-58	1

(list continues)
Below each SMILES: FBW7 act	GPR151 activ	TEAD-YAP inh	MITF inh
CC(C)C[C@H]1C(=O)N2CCN(Cc3cccc(F)c3)C[C@@H]2C(=O)N1C
    0.4	-0.2	-2	17
NC(=O)c1ccc(N2CCCCC2)c(NC(=O)c2ncoc2-c2ccc3ccccc3c2)c1
    -0.2	1.3	-1	-2
CCCOc1ccc2c(oc(=O)c3ccccc32)c1C
    -0.1	-0.9	1	1
CCOC(=O)C1=C(CN2CCC(C(N)=O)CC2)NC(=O)NC1c1ccc(OC)cc1 (stereo not given)
    0.1	0.1	-2	-1
CCS(=O)(=O)Nc1ccc(-c2nnc(SCC(=O)Nc3ccccc3C)o2)cc1
    0.1	0.5	-9	11
COc1cc(/C=c2\sc3nc(-c4cccs4)nn3c2=O)cc(OC)c1OC
    0.0	0.5	3	-8
CCCCCn1c(=S)[nH]c2cc(C(=O)NCc3ccccc3)ccc2c1=O
    -0.1	-0.3	0	6
CC(=O)Oc1ccc(N2C(=O)CC(Nc3ccc(N4CCOCC4)cc3)C2=O)cc1 (stereo not given)
    0.6	-1.7	4	5
CC1CCC2(CC1)NC(=O)N(CC(=O)N1CC3(C)CC1CC(C)(C)C3)C2=O (stereo not given)
    0.5	1.4	10	18
O=C(NCc1ccccc1Cl)c1cnn2cccnc12
    -0.2	-0.6	-8	-1

Next section, starting with the last 6 of the part before.
Below each SMILES: FBW7 act	GPR151 activ	TEAD-YAP inh	MITF inh
CCS(=O)(=O)Nc1ccc(-c2nnc(SCC(=O)Nc3ccccc3C)o2)cc1
    0.1	0.5	-9	11
COc1cc(/C=c2\sc3nc(-c4cccs4)nn3c2=O)cc(OC)c1OC
    0.0	0.5	3	-8
CCCCCn1c(=S)[nH]c2cc(C(=O)NCc3ccccc3)ccc2c1=O
    -0.1	-0.3	0	6
CC(=O)Oc1ccc(N2C(=O)CC(Nc3ccc(N4CCOCC4)cc3)C2=O)cc1 (stereo not given)
    0.6	-1.7	4	5
CC1CCC2(CC1)NC(=O)N(CC(=O)N1CC3(C)CC1CC(C)(C)C3)C2=O (stereo not given)
    0.5	1.4	10	18
O=C(NCc1ccccc1Cl)c1cnn2cccnc12
    -0.2	-0.6	-8	-1
O=C(NCc1ccc2c(c1)OCO2)c1cc(Br)c(Br)[nH]1
    0.0	0.2	7	5
COc1ccc(NC(=O)CSc2nnc(C)c(=O)[nH]2)cc1Cl
    -0.2	1.4	8	1
COC(=O)c1ccc(-c2cnc3ccc(NCc4ccc(OC)cc4)nn23)cc1
    0.1	3.9	-2	-13
CC1CCc2c(oc3ccc(NS(=O)(=O)c4cccc([N+](=O)[O-])c4)cc23)C1 (stereo not given)
    -0.1	-1.0	-10	-11
c1csc(CNCc2cc3cc4c(cc3nc2N2CCOCC2)CCC4)c1
    -0.1	0.1	0	3
COc1ccc(O)c(/C=N/NC(=O)CNc2ccc(Cl)cc2)c1
    0.0	-1.2	12	-8

Screening results deposited in PubChem by The Scripps Research Institute Molecular Screening Center.
